Bioassay records: PubChem BioAssay, several laboratories
IDE act: human IDE activators in live cells, primary screen, fluorescence polarization, HEK cells, FAbeta-B substrate. Insulin-degrading enzyme (Homo sapiens), P14735. FAbeta-B cleavage; 0% vehicle, 100% cell-free pure enzyme wells. activation, % at 5.96 µM. hit rate 0.073% among 340,000. AID 493087, 2011;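 active = activation above the mean of all tested compounds plus 3 SD, set per screening campaign, cut at about 17% in these data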
pCIP destab: p/CIP-EGFP fusion destabilizers, primary screen, fluorescence, F442A cells | AID 1984, 2009 | hit rate 0.01% among 290,000 | decrease of EGFP signal, % at 10 µM | Q05BA5 | 16 h;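 active = EGFP signal decrease of at least 30% at 10 µM or well 3 SD below plate mean, unless failing retest; inactive = the rest, including hits failing retest or dose response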; also: some compounds called inactive have numbers as strong as hits; many of its hits are not listed in these tables
IDE inh: human IDE inhibitors in live cells, primary screen, fluorescence polarization, HEK cells, FAbetaB substrate. hit rate 0.41% among 320,000. Insulin-degrading enzyme (Homo sapiens), P14735. inhibition, % at 5.59 µM. FAbetaB cleavage;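 active = percent inhibition above the average of all tested compounds plus 3 SD, set per screening campaign, cut at about 16% in these data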;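 also: IDE supplied by intact live HEK cells; FP after avidin binding of uncleaved biotin substrate so inhibition keeps polarization high; 0% = DMSO wells and 100% = 60 µM reference IDE inhibitor Ii1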
MEKK3 PB1 HTS: modulators of MEKK3-MEK5 PB1 binding, primary screen, biochemical, wildtype MEKK3, multiplex bead flow cytometry, Alexa488-MEK5; hit rate 1.4% among 290,000; binding response (% of control), % at 10 µM; bead-based flow cytometry, Alexa488-MEK5 binding to MEKK3; actives lie on both sides; 0 = blocked by unlabeled MEK5, 100 = vehicle; AID 1529, 2009;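 active = binding response more than 3 SD above or below the average of its plate-row segment, actives on both sides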;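 also: Alexa488 bead fluorescence after subtracting the streptavidin-only scavenger bead signal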
Target sequence (Q99759 whole entry, looked up): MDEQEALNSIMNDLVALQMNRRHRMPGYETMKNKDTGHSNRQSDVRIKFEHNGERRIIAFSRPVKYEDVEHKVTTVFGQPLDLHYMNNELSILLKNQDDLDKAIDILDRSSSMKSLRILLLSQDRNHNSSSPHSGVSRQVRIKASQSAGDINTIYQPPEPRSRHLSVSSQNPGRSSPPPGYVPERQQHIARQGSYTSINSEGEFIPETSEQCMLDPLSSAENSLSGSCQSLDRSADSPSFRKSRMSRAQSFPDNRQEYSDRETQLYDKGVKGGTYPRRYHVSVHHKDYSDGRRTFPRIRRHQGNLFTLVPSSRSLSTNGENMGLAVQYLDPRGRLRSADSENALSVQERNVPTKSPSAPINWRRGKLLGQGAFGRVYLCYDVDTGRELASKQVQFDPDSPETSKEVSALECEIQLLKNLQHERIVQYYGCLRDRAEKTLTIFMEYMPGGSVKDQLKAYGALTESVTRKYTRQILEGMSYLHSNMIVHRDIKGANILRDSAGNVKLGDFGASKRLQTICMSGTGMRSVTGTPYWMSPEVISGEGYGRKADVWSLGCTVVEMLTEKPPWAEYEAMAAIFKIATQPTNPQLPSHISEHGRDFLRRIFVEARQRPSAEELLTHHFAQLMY
NALP1 inh: NALP1 inflammasome inhibitors in reconstituted yeast, colorimetric, S. cerevisiae, triplicate retest | S. cerevisiae NALP1/ASC/caspase-1 growth, X-gal OD620, 72 h | inhibition, % at 10 µM | hit rate 0.61% among 280,000 | AID 2071, 2009; in the data active = inhibition mostly above about 24%, no sharp cut-off; inactive = mostly below about 32%; also: some compounds called inactive have numbers as strong as hits
MEKK2 WT-MEK5: modulators of MEK5 binding to wildtype MEKK2, primary screen, biochemical, multiplex bead flow cytometry, Alexa488-MEK5 | Mitogen-activated protein kinase kinase kinase 2 (Homo sapiens), Q9Y2U5 | Alexa488-MEK5 binding to MEKK2 WT; actives lie on both sides | binding response (% of control), % at 10 µM | hit rate 1.1% among 290,000 | AID 1531, 2009; in the data active = binding response below about 67% or above about 130%
PfM18AAP inh: PfM18AAP inhibitors, malaria aminopeptidase, primary screen, biochemical, QFRET, recombinant enzyme; M18 aspartyl aminopeptidase (Plasmodium falciparum 3D7); H-Glu-NHMec fluorogenic cleavage; inhibition, % at 7.35 µM; hit rate 1.2% among 290,000; AID 1822, 2009;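 active = inhibition above the campaign mean inhibition over all tested compounds plus 3 SD, cut at about 28% in these data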;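 also: 0% = plate median of test compound wells and 100% = 2 mM ZnCl2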
UBC9 SUMO inh: inhibitors of in vitro SUMOylation cascade, primary screen, biochemical, HTRF, uHTS; AID 2006, 2009; SUMO-conjugating enzyme UBC9 (Homo sapiens), P63279; hit rate 0.36% among 290,000; HTRF SUMOylation assay, SAE1/SAE2 + UBC9; inhibition, % at 35 µM; in the data active = inhibition above about 50%, passing the limit was not always enough; also: strong numbers were not always called active
Target sequence (P63279 whole entry, looked up): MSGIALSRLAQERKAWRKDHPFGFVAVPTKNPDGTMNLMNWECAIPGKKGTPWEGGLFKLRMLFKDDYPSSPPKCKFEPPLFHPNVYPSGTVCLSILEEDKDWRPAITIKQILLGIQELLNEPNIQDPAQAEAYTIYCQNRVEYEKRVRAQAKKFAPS
MEKK2 mut-MEK5: MEK5 binding signal on mutant MEKK2 PB1, primary screen, biochemical, multiplex bead flow cytometry, Alexa488-MEK5 | Alexa488-MEK5 binding to MEKK2 mutant | percent response, % at 10 µM | hit rate 0.35% among 290,000; in the data active = percent response above about 24%, passing the limit was not always enough; also: inactives centre near 1; some results filed as inactive read as strong as hits; reference of the scale not given here
* hit, by the source's call; . = no result given. The list is partial; the hit share may differ from the screen's.

SMILES | IDE act | pCIP destab | IDE inh | MEKK3 PB1 HTS | NALP1 inh | MEKK2 WT-MEK5 | PfM18AAP inh | UBC9 SUMO inh | MEKK2 mut-MEK5
CCOc1ccccc1-n1c(SCC(=O)NC(C)(C)C)nnc1-c1ccoc1C | -5 | -8 | 0 | 113 | 4 | 121 | -3 | 2 | 12
CCc1cc(=O)oc2cc(C)cc(OCC(=O)NCCCn3ccnc3)c12 | 2 | -8 | 3 | 96 | -1 | 97 | 0 | 27 | -1
COc1ccc(S(=O)(=O)N2CCOC23CCN(C(=O)c2ccc(Cl)cc2Cl)CC3)cc1 | 0 | -5 | 3 | 97 | 18 | 94 | 2 | . | -3
Clc1ccc(CNc2ccc3nnc(-c4ccccc4)n3n2)cc1 | 3 | -2 | 5 | 102 | 32 | 99 | -4 | 14 | -3
O=C(N/N=C/c1sc(N2CCCCC2)nc1-c1cccs1)C1CC1 | -3 | -3 | 0 | 85 | 31* | 87 | 4 | 11 | -3
Cc1ccc(-c2nn3c(C)nnc3s2)cc1NC(=O)c1ccc(OC(C)C)cc1 | 5 | -17 | 0 | 100 | -16 | 96 | -2 | -9 | 2
CCOc1ccccc1N1CCN(C(=S)Nc2ccc(S(=O)(=O)Nc3ncccn3)cc2)CC1 | -5 | 8 | 0 | 107 | 10 | 110 | 7 | 13 | 10
Cc1ccc(Cl)cc1N1CCN(Cc2nc3ccsc3c(=O)[nH]2)CC1 | 4 | -3 | -2 | 99 | 34 | 97 | -15 | -4 | 0
O=C(O)c1ccccc1C(=O)Nc1nccs1 | 9 | 12 | -1 | 100 | -10 | 95 | -5 | 8 | 0
Cc1cc(/C=C2/NC(=O)NC2=O)c(C)n1-c1ccc(C#N)cc1 | -1 | 10 | 3 | 91 | 2 | 87 | 4 | 28 | -11
CCN(CC(=O)Nc1c(F)cccc1F)C(=O)c1cccnc1SC | -3 | -18 | -2 | 102 | 9 | 104 | -3 | 17 | 9
COC(=O)Cn1cc(/C=C/c2cc[n+](C)cc2)c2ccccc21 | -6 | -28 | 14 | 99 | 26 | 97 | -6 | 22 | -1
CCCNC(=O)N1CCC(Cc2ccccc2)CC1 | 3 | 5 | -3 | 101 | 25 | 100 | -13 | 18 | 7
Nc1cc(C(=O)O)ccc1N1CCCCCC1 | 1 | -2 | -1 | 97 | 14 | 109 | 9 | 12 | 2
O=C(CSc1ccccc1C(=O)O)Nc1cccc(C(=O)O)c1 | 0 | 8 | 2 | 98 | 7 | 101 | -6 | 21 | 0
Cc1nc2c(=O)n(-c3ccc(F)cc3F)nc(C)c2s1 | 4 | 3 | -3 | 91 | 13 | 96 | -4 | 7 | -18
COc1ccc(Cl)cc1NC(=S)NCc1ccco1 | 3 | -2 | 1 | 104 | -12 | 100 | 3 | -11 | 1
COc1ccc(OC)c(CNc2nc3ccccc3n2CCN2CCCCC2)c1 | 7 | -3 | 8 | 103 | 13 | 107 | 6 | -9 | 2
O=C(Nc1cccc(C(=O)N2CCCCC2)c1)c1ccc(Cl)cc1 | -2 | -17 | -1 | 99 | 9 | 100 | -10 | 14 | -3
COCC(=O)Nc1ccc(S(=O)(=O)NCC2CCCO2)cc1 (stereo not given) | 8 | -8 | 4 | 102 | 11 | 97 | -1 | 6 | 1
Cc1cc(C)c(C(=O)COC(=O)c2cccnc2Cl)c(C)c1 | 2 | -1 | -5 | 98 | -4 | 92 | 5 | -16 | -6
C=CCOc1c2ccc(C(=O)NCc3ccc(OC)cc3)cc2nn1C | 7 | -10 | 2 | 100 | 2 | 105 | 2 | 26 | 2
Cn1ccnc1SCC(=O)c1cccc(C(F)(F)F)c1 | -1 | -10 | 2 | 97 | 14 | 91 | -2 | -6 | -9
O=C(Nc1ccsc1C(=O)N1CCCC1)c1ccccc1 | -2 | -2 | 3 | 85 | -13 | 102 | -3 | 1 | -1
COc1ccc(OCCn2cc(C=O)c3ccccc32)cc1 | 1 | -10 | 1 | 97 | 14 | 105 | 0 | -6 | 4

New compounds follow
SMILES | IDE act | pCIP destab | IDE inh | MEKK3 PB1 HTS | NALP1 inh | MEKK2 WT-MEK5 | PfM18AAP inh | UBC9 SUMO inh | MEKK2 mut-MEK5
COc1ccc(C(=O)CN2CCN(c3ccc(F)cc3)CC2)cc1OC | 1 | -1 | -1 | . | -1 | . | -3 | -3 | .
Cc1ccccc1OCC(O)CN1CCN(CCN2C(=O)c3cccc4cccc(c34)C2=O)CC1 (stereo not given) | 1 | 2 | 1 | 137* | 18 | 111 | 2 | 2 | 1
CN(CC(=O)N1CCc2ccccc2C1)c1ccccc1 | 3 | -9 | 0 | 102 | 30 | 101 | 4 | 18 | 7
Cc1ccc(Cn2c(=O)n(C)c(=O)c3sccc32)cc1 | 0 | -28 | 5 | 106 | -5 | 108 | 1 | 4 | 8
NC(=O)NC(CC(=O)N1CCc2ccccc2C1)c1ccc(Cl)cc1 (stereo not given) | -2 | 0 | 1 | 102 | 13 | 104 | 2 | -6 | 3
NNC(=O)C(=O)/C=C1\NC2(CCCC2)Cc2ccccc21 | . | 0 | 3 | 105 | -3 | 105 | 6 | -10 | 0
CCC1Sc2ccccc2N(CC(=O)NCc2ccc3c(c2)OCO3)C1=O (stereo not given) | 3 | 0 | -3 | 101 | 13 | 99 | -14 | -2 | 2
COc1ccc(NC(=O)c2cc(S(=O)(=O)N(C)C)ccc2N2CCCC2)cc1Cl | 4 | 0 | 5 | 102 | 30 | 98 | 2 | 0 | -2
NCCCC[C@H]1CNC(=O)C(=O)N1CC1CCCCC1 | 9 | -9 | 0 | 98 | . | 88 | . | 12 | -14
COc1ccccc1NC(=S)Nc1ccccn1 | 4 | 5 | -2 | 102 | 24 | 103 | 21 | 10 | 13
CCc1nnc(NC(=O)CSc2ncnc3scc(-c4ccc(C)cc4)c23)s1 | 3 | 11 | 2 | 101 | -6 | 97 | -5 | -44 | 0
Cc1ccc(F)cc1NCC(=O)Nc1ccc(Cl)cc1F | 1 | -1 | -1 | 100 | 18 | 96 | 4 | -15 | 1
O=C(O)Cc1ccc(NC(=O)Nc2cccc3ccccc23)cc1 | -6 | 2 | -3 | 100 | 13 | 102 | -5 | 14 | -2
O=c1c2[nH]c3ccc(Br)cc3c2ncn1CCCn1ccnc1 | -9 | -7 | 21* | 103 | -3 | 115 | 14 | 13 | 12
CC(NC(=O)c1ccccc1NS(=O)(=O)c1ccc(CCC(=O)O)cc1)c1ccccc1 (stereo not given) | 3 | 1 | 1 | 104 | 10 | 99 | -11 | 6 | 5
Cc1ccc(S(=O)(=O)N2CCc3ccccc3C2CC(=O)O)cc1 (stereo not given) | -5 | -9 | 5 | 96 | 11 | 100 | 5 | -3 | -23
CC(C)c1nnc(NC(=O)CSc2nnc(-c3ccco3)o2)s1 | -1 | 2 | 7 | 100 | -5 | 95 | 11 | 26 | 1
COc1cccc(N(C(=O)CNC(=O)c2ccco2)C(C(=O)NC2CCCC2)c2cccnc2)c1 (stereo not given) | -5 | -4 | 0 | 102 | 5 | 106 | -6 | 2 | 5
O=C(Nc1ccc(Br)cc1)c1cc(-c2ccc3c(c2)OCO3)on1 | 1 | -7 | 3 | 96 | 9 | 97 | -2 | 3 | -12
CCOc1ccc2nc(SCC(=O)NCc3ccccc3OC)[nH]c2c1 | 3 | -10 | 2 | 104 | -4 | 108 | 0 | 4 | 7
Cc1ccc(CNC(=O)c2ccc(CNS(=O)(=O)c3ccc4c(c3)C(C)(C)C(=O)N4C)cc2)o1 | 2 | -14 | -1 | 101 | 14 | 103 | -10 | 1 | 2
COc1cc(NC(=S)Nc2cccnc2)cc(OC)c1OC | 0 | -1 | -3 | 101 | 4 | 101 | 12 | 2 | 3
O=C(CSc1nnc(CCCO)n1-c1ccccc1)NCCc1ccccc1 | 1 | -6 | -1 | 96 | 22 | 96 | -4 | -12 | -3
Cc1cccc(Nc2nnc(SCC(=O)NCc3cccs3)s2)c1C | 0 | 2 | 4 | 101 | 33 | 98 | 3 | -5 | -3
CC(C)Nc1nc(N(c2ccccc2)c2ccccc2)nc(-n2ccnc2)n1 | -3 | -1 | 5 | . | -3 | . | 6 | 6 | .
COc1ccc(C(=O)CSc2nnc(CN3CCCC3)n2-c2ccc(F)cc2)c(OC)c1 | 2 | -10 | -4 | 98 | . | 96 | -4 | 18 | -2

6 records drawn at random from those above:
SMILES | IDE act | pCIP destab | IDE inh | MEKK3 PB1 HTS | NALP1 inh | MEKK2 WT-MEK5 | PfM18AAP inh | UBC9 SUMO inh | MEKK2 mut-MEK5
Cc1ccc(S(=O)(=O)N2CCc3ccccc3C2CC(=O)O)cc1 (stereo not given) | -5 | -9 | 5 | 96 | 11 | 100 | 5 | -3 | -23
CC(C)c1nnc(NC(=O)CSc2nnc(-c3ccco3)o2)s1 | -1 | 2 | 7 | 100 | -5 | 95 | 11 | 26 | 1
Cc1ccc(CNC(=O)c2ccc(CNS(=O)(=O)c3ccc4c(c3)C(C)(C)C(=O)N4C)cc2)o1 | 2 | -14 | -1 | 101 | 14 | 103 | -10 | 1 | 2
O=C(Nc1ccc(Br)cc1)c1cc(-c2ccc3c(c2)OCO3)on1 | 1 | -7 | 3 | 96 | 9 | 97 | -2 | 3 | -12
COc1ccccc1NC(=S)Nc1ccccn1 | 4 | 5 | -2 | 102 | 24 | 103 | 21 | 10 | 13
COc1cccc(N(C(=O)CNC(=O)c2ccco2)C(C(=O)NC2CCCC2)c2cccnc2)c1 (stereo not given) | -5 | -4 | 0 | 102 | 5 | 106 | -6 | 2 | 5
